Compound activity: PubChem BioAssay, several laboratories
TNAP activators – stimulation of alkaline phosphatase TNAP activity – biochemical, luminescent, no phosphate acceptor, uHTS, primary screen (AID 1001); purified TNAP, luminescent activation assay, no phosphate acceptor; higher activation fold means a stronger effect; one-dose activation fold at 20 µM; EC50 in µM for titrated hits; 200,000 compounds, 0.03% hits; in the data active means activation fold from about 3, or a potency from the dose series; inactive means the rest, 99 in 100 with activation fold below about 1.6; further: many of its hits are not listed in these tables
Myeloid diff 2 – compounds promoting myeloid differentiation. ER-HoxA9 myeloid progenitors, lysozyme-GFP differentiation, flow cytometry. calls only at 10 µM. 360,000 compounds, 1% hits. AID 624256;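 active means normalized GFP-positive differentiation at or above the plate's own cutoff, the solvent-only control mean plus 3 SD; inconclusive means no clear call, values can overlap the other calls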;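 further: cells exposed to compound for four days before flow analysis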
human PMI inhibition – MPI enzyme activity inhibition – biochemical, fluorescence intensity, coupled assay, primary screen (AID 1209) | purified PMI enzyme, coupled fluorescence intensity; higher % means a stronger effect | inhibition, % at 20 µM; hits with a dose series show IC50 in µM | 190,000 compounds, 0.42% hits;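 further: plate controls were DMSO vehicle for no effect and wells lacking substrate for full effect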
LYP inhibition – inhibitors of LYP phosphatase, biochemical, fluorescence intensity, uHTS (AID 1779) | recombinant LYP phosphatase, fluorescence intensity; higher % means a stronger effect | one-dose inhibition, % at 11.5 µM; IC50 in µM for titrated hits | 290,000 compounds, 0.054% hits;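 further: plate controls were vehicle with enzyme for no effect and no enzyme for full effect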
M17LAP inhibition – P. falciparum M17LAP inhibitors, primary screen, biochemical, fluorogenic H-Leu-NHMec substrate, 1536-well (AID 1619). 220,000 compounds, 0.38% hits. inhibition, % at 30 µM; hits with a dose series show IC50 in µM. recombinant M17LAP, H-Leu-NHMec fluorogenic kinetic assay; higher % means a stronger effect;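 active means compound inhibiting the enzyme by more than half at any dose during confirmatory dose-response retesting; inconclusive means strong single-dose inhibitors picked by rank but not retested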;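 further: plate controls were full reaction with DMSO carrier for no effect and no enzyme background for full effect; strong numbers were not always called active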
ER stress rescue – rescue of cells from ER stress-induced death, primary screen, 384-well, CSM14.1, thapsigargin, ATP luminescence (AID 1222); cellular ATP content (survival), % at 20 µM, or EC50 in µM where a hit was titrated; 190,000 tested, under 10 active; CSM14.1 thapsigargin-induced death rescue, ATP luminescence; higher % means a stronger effect;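 active means EC50 below 50 µM in the dose-response confirmation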;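 further: death triggered by thapsigargin at about 15 µM added after 2 h compound pretreatment; cell ATP read after overnight thapsigargin exposure of roughly 18 to 22 hours; normalized against plate controls of thapsigargin alone and 5% DMSO vehicle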
PMI inhibition – MPI inhibition at elevated mannose 6-phosphate – biochemical, fluorescence intensity, high mannose 6-phosphate, primary screen (AID 1220); 190,000 compounds, 0.66% hits; recombinant PMI enzyme, coupled fluorescence intensity; higher % means a stronger effect; inhibition, % at 20 µM, or IC50 in µM where a hit was titrated
M1AAP inhibition – P. falciparum M1AAP inhibitors, biochemical, fluorogenic H-Leu-NHMec substrate, 1536-well (AID 1445). recombinant M1AAP, H-Leu-NHMec fluorogenic kinetic assay; higher % means a stronger effect. one-dose inhibition, % at 30 µM; IC50 in µM for titrated hits. 220,000 compounds, 0.42% hits;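 active means primary inhibition above the hit cutoff, then over 50% inhibition at one or more dose response concentrations, cut at about 23% in these data, passing the limit was not always enough; inconclusive means conflicting primary data, or primary hits not chosen for dose response; inactive means low primary inhibition, or under 50% at every dose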;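 further: plate controls were DMSO full reaction for no effect and no enzyme background for full effect; strong numbers were not always called active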
XIAP antagonists – XIAP antagonists, biochemical, IAP family, fluorescence polarization (AID 1018); XIAP BIR domain, fluorescence polarization peptide displacement; higher % means a stronger effect; 200,000 compounds, 0.007% hits; one-dose displacement, % at 20 µM; IC50 in µM for titrated hits; in the data active means displacement above about 50%; further: a part of the inactive calls stands beside numbers as strong as those of hits
Myeloid diff 2 GFP+ MAC1+ % – further read-out of Myeloid diff 2, marked with its call; GFP+ MAC1+ double positive, %; measured here: differentiation confirmed by MAC1 staining
The depositor's hits bear a star; i = inactive; ? = inconclusive; nt = not tested or not shown. Unless noted, no stated cut-off is given here; in the data, active means inhibition above about 50%; inactive means the rest.

item	Compound	PMI inhibition	M17LAP inhibition	M1AAP inhibition	XIAP antagonists	TNAP activators	LYP inhibition	ER stress rescue	Myeloid diff 2 GFP+ MAC1+ %	Myeloid diff 2	human PMI inhibition
1	CCOc1ccc(NC(=O)c2ccccc2OC)cc1	3%	14%	6%	-5.0%	1.2	-2%	-2.8%	0.0	i	3%
2	CCCOC(=O)c1ccc(NC(=O)c2cc(=O)[nH]c3ccccc23)cc1	nt	-4%	10%	nt	nt	4%	nt	1.1	i	nt
3	Cc1nc(CNS(=O)(=O)c2ccc3ccccc3c2)cs1	-1%	0%	6%	-3.1%	1.1	-2%	-0.6%	2.1	i	0%
4	O=C(Cc1cccs1)N1CCCC(c2nc3c(nnn3Cc3ccccc3Cl)c(=O)[nH]2)C1 (stereo not drawn)	0%	3%	2%	-9.3%	1.1	-4%	1.3%	7.9	i	9%
5	O=C(Nc1ccc(Cl)c(Cl)c1)Nc1nnc(CC2=CCCCC2)s1	-5%	-1%	7%	-5.1%	0.9	2%	0.3%	0.2	i	-3%
6	Cc1c(Cl)cccc1NC(=O)CCC(=O)NNC(=O)c1ccco1	6%	0%	2%	-4.8%	1.1	-8%	-2.2%	8.7	i	9%
7	N/C(Cc1ccc([N+](=O)[O-])cc1)=N\OC(=O)CC1CCCCC1	-6%	-3%	10%	-1.4%	1.1	-6%	-2.6%	0.4	i	-4%
8	O=C(O)CCC(=O)Nc1ccc(Cc2ccc(NC(=O)CCC(=O)O)c(O)c2)cc1O	-8%	17%	3%	-2.4%	1	-4%	5.9%	0.4	i	-9%
9	Cc1nc2ccc(NC(=O)NCc3ccco3)cc2s1	6%	12%	7%	-1.3%	1.1	-2%	nt	1.4	i	8%
10	CCn1c(SCC(=O)N/N=C/c2ccc(C)o2)nnc1-c1ccc(C)cc1	16%	29%	1%	-4.4%	1	1%	-1.9%	0.3	i	1%
11	COc1ccc(S(=O)(=O)N2CCCC2C(=O)NCc2ccccc2Cl)cc1 (stereo not drawn)	-1%	-3%	-4%	-3.6%	1	-5%	1.5%	0.8	i	3%
12	O=C(COC(=O)c1c(F)cccc1F)Nc1ccc2[nH]c(=O)[nH]c2c1	22%	0%	0%	1.6%	1.1	-7%	0.0%	0.3	i	5%
13	O=C(c1ccc(=O)oc1)N1CCOCC1	10%	-168%	5%	-18%	1.1	2%	-0.1%	nt	nt	13%
14	c1coc(-c2ccnc(-n3cccc3)n2)c1	-6%	-6%	-1%	0.1%	1.1	-2%	-0.7%	0.2	i	-4%
15	CCOC(=O)CC(NC(=O)c1cccc2c1C(=O)N(Cc1cccnc1)C2)c1ccc(OC(C)C)cc1 (stereo not drawn)	6%	-4%	0%	-5.2%	1	-2%	-1.0%	0.2	i	12%
16	Cc1ccc(OCC(=O)Nc2ccccc2[N+](=O)[O-])c(Br)c1	-1%	-7%	1%	-8.4%	0.9	-2%	nt	0.3	i	-4%
17	COC(=O)C1=C(C)NC(=O)/C1=C\c1cc(C)n(-c2c(C)cccc2C)c1C	-70%	11%	7%	0.5%	0.9	-4%	1.1%	6.4	i	-44%
18	CN1CCC(N2CCCC(C(=O)O)C2)CC1 (stereo not drawn)	-2%	3%	8%	-4.4%	0.9	-3%	-0.7%	3.2	i	0%
19	CCC(=O)OC1c2ccccc2C(=O)N1Cc1ccccc1 (stereo not drawn)	8%	7%	20%	nt	1	-5%	0.5%	2.2	i	6%
20	COc1ccc(C(C)=O)cc1CSc1nnc(C)s1	15%	7%	-1%	1.7%	1.1	-9%	2.3%	0.8	i	7%
21	O=C(CN1C(=O)C2CC=CCC2C1=O)NC1CCCc2ccccc21 (stereo not drawn)	-3%	1%	1%	-3.0%	1	5%	0.1%	2.1	i	2%
22	CCOC(=O)C(Oc1ccc2c(-c3ccc(OC)cc3)cc(=O)oc2c1C)c1ccccc1 (stereo not drawn)	2%	9%	-1%	-3.0%	1.1	4%	5.8%	2.1	i	7%
23	Cc1cc(C(F)F)nn1CC(=O)N1CCSCC1	-5%	2%	8%	-19%	1.1	-9%	-1.7%	0.6	i	-1%
24	O=C(C(c1ccccc1)c1ccccc1)N1CC[C@@]2(O)CCCC[C@H]2C1	nt	-11%	-2%	nt	nt	-16%	nt	0.5	i	nt
25	CC1(C)c2ccccc2-c2nc3ccccc3cc2C1O (stereo not drawn)	nt	7%	-1%	nt	nt	0%	nt	0.1	i	nt
26	Nc1nonc1NC(=O)CSc1ncccc1C(=O)O	-61%	44%	4%	-6.1%	1.1	-1%	-1.7%	7.3	i	-26%
27	COc1ccc(/C=N/NC(=O)CC(=O)NCCc2ccccc2)cc1OC	-2%	9%	-1%	-3.0%	1	1%	3.3%	1.2	i	-2%
28	Cc1cccc(NC(=O)c2oc3c(c2C)C(=O)CC(C)(C)C3)n1	6%	1%	3%	2.4%	1.1	-9%	-2.4%	0.7	i	4%
29	CCCCc1nn2c(N)c(/C=C3\C=Nc4ccccc43)c(=O)nc2s1	-3%	3%	11%	-13%	0.3	-9%	-4.4%	0.7	i	-2%
30	COCCNc1ccc(S(=O)(=O)N2CCCC2)cn1	-10%	-1%	?	-3.8%	1.1	0%	-0.7%	0.7	i	-12%
31	CCc1nc(SCC(=O)N2c3ccccc3CC2C)c2c(C)c(C)sc2n1 (stereo not drawn)	-1%	0%	-4%	-6.4%	1.1	5%	-4.7%	4.8	i	3%
32	COc1cc2c(cc1NC(=O)c1ccc(C)c([N+](=O)[O-])c1)oc1ccccc12	-4%	-4%	4%	-9.6%	1.2	-4%	-2.3%	0.4	i	-2%
33	CCOC(=O)C1(Cc2cccc(OC)c2)CCN(CC2CC=CCC2)CC1 (stereo not drawn)	2%	5%	-12%	-1.8%	1	-4%	-0.6%	0.1	i	10%
34	CC(C)c1ccc(NC(=O)C2CCN(S(C)(=O)=O)CC2)cc1	-4%	10%	-12%	-3.2%	1.1	2%	-1.1%	0.0	i	-2%
35	Cc1ccc(/C=N\NC(=O)Cn2c(C)nc3ccccc32)o1	6%	19%	3%	-3.3%	1	-6%	-2.0%	1.2	i	-2%
36	O=S(=O)(Cc1ccc(Cl)cc1)C1CCCCC1O (stereo not drawn)	nt	-5%	2%	nt	nt	-8%	nt	0.3	i	nt
37	O=C(Oc1ccc(C(=S)N2CCOCC2)cc1Br)c1ccccc1F	12%	-7%	-2%	-18%	1	6%	-1.2%	2.1	i	14%
38	Cc1ccc(NC(=O)CCn2nc(C)cc2C)cc1	-4%	-1%	-1%	-7.1%	1.3	-3%	-1.6%	1.8	i	-3%
39	CCOc1ccc(C(=O)Nc2cccc(-c3ccc4nncn4n3)c2)cc1	-2%	-5%	4%	-3.7%	1	-4%	-0.2%	1.2	i	0%
40	O=C(CNC(=S)N(Cc1ccccc1F)C1CCCCC1)NCC1CCCO1 (stereo not drawn)	-1%	3%	5%	-1.3%	1	-2%	0.3%	nt	nt	-2%
41	O=C(O)c1nn(CCSc2ccccc2F)c(=O)c2ccccc12	nt	0%	2%	nt	nt	-8%	nt	0.9	i	nt
42	CCc1cccc2c(C(=O)COC(=O)c3cccc(S(=O)(=O)N(C)C4CCCCC4)c3)c[nH]c12	10%	9%	3%	-3.3%	1	3%	-1.9%	0.3	i	21%
43	Nn1c(Cc2cccc3ccccc23)nnc1SCc1ccc(Cl)c(Cl)c1	11%	22%	2%	-0.1%	1.2	3%	-4.0%	0.2	i	13%
44	Cc1cccc(CCNC(=O)CCc2c(C)nc3ncnn3c2C)c1	3%	1%	-5%	-0.6%	1.1	-8%	-2.0%	0.7	i	4%
45	COc1ccc(S(=O)(=O)N2CCCC(C(=O)NCCC(C)C)C2)cc1 (stereo not drawn)	-9%	-1%	9%	-8.6%	1	-4%	-0.6%	0.5	i	-15%
46	CC(=O)Nc1nonc1C(=O)N1CCC(C)CC1	-12%	-11%	1%	-8.5%	1.1	-3%	0.4%	0.6	i	-10%
47	O=C(NNS(=O)(=O)c1ccccc1)c1sccc1-n1cccc1	11%	4%	10%	-2.3%	1.1	-6%	-3.1%	0.8	i	18%
48	COc1ccc(C)cc1N(C)C(=O)c1coc(=O)c2ccccc12	-14%	6%	-2%	-8.6%	1.1	-6%	-0.6%	1.0	i	-5%
49	O=S(=O)(/C=C/c1ccccc1)n1cnc2ccccc21	-14%	6%	5%	-0.4%	1.2	-7%	-0.6%	0.5	i	-18%
50	O=S1(=O)NC[C@]23C[C@H](c4ccc(F)cc4)[C@@H](C[C@@H]21)O3	nt	15%	2%	nt	nt	-8%	nt	1.1	i	nt

More records:
item	Compound	PMI inhibition	M17LAP inhibition	M1AAP inhibition	XIAP antagonists	TNAP activators	LYP inhibition	ER stress rescue	Myeloid diff 2 GFP+ MAC1+ %	Myeloid diff 2	human PMI inhibition
51	CN1CCN(C(=S)Nc2cccc(C(F)(F)F)c2)CC1	-12%	-6%	-2%	-19%	1.1	-6%	0.6%	0.2	i	0%
52	O=C(O)[C@H]1CCC(=O)N1Cc1ccco1	1%	-1%	2%	1.5%	1.1	-5%	-1.8%	1.4	i	2%
53	Cc1cc(N)n(-c2ccc(Cl)cc2)n1	-3%	4%	6%	-2.5%	1.2	-7%	0.5%	0.2	i	-2%
54	O=C(CSc1nnc(NC(=O)c2ccco2)s1)Nc1ccc2c(c1)OCCO2	2%	3%	30%	-5.2%	1.1	-5%	-0.4%	0.4	i	-4%
55	CC(=C/C(=O)O)/C=C/c1cccs1	2%	-1%	7%	-1.7%	1.2	-5%	-0.8%	1.6	i	-1%
56	CCOC(=O)c1cnc(SCC(=O)N2CCC(C(N)=O)CC2)nc1N	6%	nt	nt	-2.4%	1.1	-7%	-1.0%	0.2	i	1%
57	CC(=O)OCc1c(C(F)(F)F)nn(C)c1Sc1ccccc1	-4%	5%	-2%	-4.7%	1.1	-5%	0.6%	0.4	i	2%
58	CN(CC(=O)OCC(=O)Nc1ccccc1)S(=O)(=O)c1ccc(Cl)cc1	12%	-2%	0%	-11%	1.1	0%	-2.9%	1.7	i	8%
59	N#Cc1cccc(NC(=O)COC(=O)c2ccccc2Sc2ccccc2C#N)c1	5%	0%	5%	2.1%	1.1	-3%	0.5%	0.1	i	16%
60	O=C(Cn1c(=O)n(CC2CCCO2)c(=O)c2ccccc21)c1ccccc1 (stereo not drawn)	8%	4%	12%	-8.2%	1.1	-2%	nt	1.5	i	18%
61	COc1ccc(NC(=O)C2CCCN2S(=O)(=O)c2cccc3cccnc23)c(OC)c1 (stereo not drawn)	16%	10%	-3%	-4.6%	1.1	-6%	nt	1.6	i	11%
62	Cc1cc(C)c2c(CN3CCN(Cc4ccc5c(c4)OCO5)CC3)cc(=O)oc2c1	16%	-2%	4%	-18%	1.1	-4%	2.1%	0.6	i	10%
